MITF primary: inhibitors of human MITF | 650,000 tested, 0.91% active | inhibition, % at 2.6 µM | O75030 | AlphaScreen MITF homodimerization, bead proximity signal; in the data active = inhibition above about 50%;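 also: 0% = vehicle wells with protein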
Target sequence (O75030 whole entry, looked up): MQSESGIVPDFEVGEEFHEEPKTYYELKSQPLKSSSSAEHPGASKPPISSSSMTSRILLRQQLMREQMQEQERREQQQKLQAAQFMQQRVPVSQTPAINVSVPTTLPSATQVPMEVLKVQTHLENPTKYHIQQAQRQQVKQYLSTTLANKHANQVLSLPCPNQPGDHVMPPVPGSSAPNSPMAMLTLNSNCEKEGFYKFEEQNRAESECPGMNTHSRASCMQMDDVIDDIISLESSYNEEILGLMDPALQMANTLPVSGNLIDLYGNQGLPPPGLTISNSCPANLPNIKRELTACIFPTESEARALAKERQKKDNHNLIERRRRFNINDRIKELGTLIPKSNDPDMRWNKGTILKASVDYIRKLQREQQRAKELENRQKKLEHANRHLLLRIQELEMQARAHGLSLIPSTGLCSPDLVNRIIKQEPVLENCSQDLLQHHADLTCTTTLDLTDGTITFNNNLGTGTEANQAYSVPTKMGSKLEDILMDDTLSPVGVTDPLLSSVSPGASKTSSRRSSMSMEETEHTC
FBW7 act: activators of human E3 ligase FBW7. Q969H0. AlphaScreen FBW7–phospho-cyclin E peptide binding, activator screen. normalized activity (activation), % at 26.1 µM. AID 1259310. 650,000 tested, 0.13% active; in the data active = normalized activity above about 1.9%;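 also: purified mutant Fbw7 with reduced substrate affinity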
TEAD-YAP inh: TEAD-YAP interaction inhibition; HEK-TIYL cells, TEAD-Gal4/YAP UAS-luciferase luminescence; inhibition, % at 9.12 µM; 640,000 tested, 1.4% active; AID 1259422; in the data active = inhibition above about 32%;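 also: 0% = median of test compound wells and 100% = reference inhibitor wells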
GPR151 activ: activators of human GPR151; PathHunter beta-arrestin GPR151 cells, luminescence; activation, % at 11.2 µM; 650,000 tested, 1% active; in the data active = activation above about 4.9%;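 also: 0% = median of compound wells and 100% = cells with positive control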
Target sequence (Q8TDV0 whole entry, looked up): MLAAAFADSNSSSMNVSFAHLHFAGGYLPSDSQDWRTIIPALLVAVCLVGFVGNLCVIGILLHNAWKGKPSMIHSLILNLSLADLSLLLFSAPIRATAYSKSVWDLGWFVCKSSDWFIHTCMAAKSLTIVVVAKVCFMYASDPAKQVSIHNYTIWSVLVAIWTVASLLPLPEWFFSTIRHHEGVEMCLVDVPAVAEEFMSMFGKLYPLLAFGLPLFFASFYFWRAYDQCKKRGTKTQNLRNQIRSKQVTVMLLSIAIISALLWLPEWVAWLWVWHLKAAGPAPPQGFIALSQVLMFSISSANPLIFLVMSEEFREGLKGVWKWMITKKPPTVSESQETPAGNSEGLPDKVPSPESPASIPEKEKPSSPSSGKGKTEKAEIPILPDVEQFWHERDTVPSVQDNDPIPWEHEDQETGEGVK
The depositor's hits bear a star; nt = not tested or not shown.

Values in the order: MITF primary, FBW7 act, TEAD-YAP inh, GPR151 activ
> O=C1CCC(CCC(=O)N2CCc3c([nH]c4ccccc34)C2)(Cc2ccco2)N1 (stereo not drawn)
→ -2, 0.1, -4, 1.2
> CCC(C(=O)NCCC(C)C)N(C(=O)c1snc(C(N)=O)c1N)c1cccc(C)c1C (stereo not drawn)
→ 1, 0.2, 2, 0.0
> COc1ccc(-c2cnc3c(NCc4cc(OC)c(OC)c(OC)c4)nccn23)cc1
→ -8, -0.1, 0, -0.6
> Cc1ccc(NC(=O)CN(C)S(=O)(=O)c2cccc3cccnc23)cc1Cl
→ 6, 0.0, 15, 3.3
> CSc1cccc(NC(=O)c2cn(C)nc2C)c1
→ -3, 0.0, -29, 1.0
> CC(=O)Nc1ccc(S(=O)(=O)NCCc2ccc(F)cc2)cc1
→ -4, -0.1, -3, -0.7
> CCN(CC)CCCNC(=O)c1sc2ncnc(N3CCN(c4ccccc4OC)CC3)c2c1C
→ 15, 0.1, 2, -0.4
> CCCOc1ccc2c(-c3ccccc3)cc(=O)oc2c1
→ -2, 0.0, -17, 0.7
> COc1ccc(OC)c(NC(=O)c2cccc(-n3cc(NC(=O)Cc4cccc(C)c4)cn3)c2)c1
→ 10, 0.0, 10, 0.6
> COc1ccc(C2CC(c3cccs3)=NN2C(=O)CSc2nnc(CNC(=O)c3cccs3)n2-c2cc(C)ccc2C)cc1 (stereo not drawn)
→ 2, -0.2, -7, 0.6
> Cn1c(O)c(N=NC(=O)c2cc(N)ccc2O)c2ccccc21
→ 13, -0.1, -15, 0.4
> COc1ccc(CNc2ccc3ncc(-c4ccc(O)c(OC)c4)n3n2)cc1
→ 14, 0.0, 1, 0.4
> CCOC(=O)CCC(=O)Nc1cc(Cl)c(Cl)cc1Cl
→ 1, 0.1, -15, 0.2
> COc1ccc(/C=C2\SC(=S)N(CC(=O)NC3CCCCC3)C2=O)cc1OC
→ 3, 0.8, -6, -0.3
> Cc1ccc(Nc2nnc(SCC(=O)N3CCc4ccccc43)s2)cc1
→ 18, 0.0, 1, 0.6

Some of the entries so far, field by field:
> CCN(CC)CCCNC(=O)c1sc2ncnc(N3CCN(c4ccccc4OC)CC3)c2c1C
  MITF primary: 15
  FBW7 act: 0.1
  TEAD-YAP inh: 2
  GPR151 activ: -0.4
> CCC(C(=O)NCCC(C)C)N(C(=O)c1snc(C(N)=O)c1N)c1cccc(C)c1C (stereo not drawn)
  MITF primary: 1
  FBW7 act: 0.2
  TEAD-YAP inh: 2
  GPR151 activ: 0.0
> COc1ccc(OC)c(NC(=O)c2cccc(-n3cc(NC(=O)Cc4cccc(C)c4)cn3)c2)c1
  MITF primary: 10
  FBW7 act: 0.0
  TEAD-YAP inh: 10
  GPR151 activ: 0.6
> CCOC(=O)CCC(=O)Nc1cc(Cl)c(Cl)cc1Cl
  MITF primary: 1
  FBW7 act: 0.1
  TEAD-YAP inh: -15
  GPR151 activ: 0.2

Next part:
Values in the order: MITF primary, FBW7 act, TEAD-YAP inh, GPR151 activ
> COCCCNC(=O)c1ccc2nc(N3CCCCC3)sc2c1
→ 29, 1.2, -39, -0.5
> CCOCCOC(=O)C1=C(C)NC2=C(C(=O)CC(C)(C)C2)C1c1cccc(F)c1 (stereo not drawn)
→ -3, 0.4, 8, 0.3
> O=C(Cc1ccccc1)Nc1ccc(C(=O)Nc2ccccc2C(=O)O)cc1
→ 15, 1.1, -13, -0.6
> Cc1cccc(NC(=O)Nc2nnc(N3CCCCCC3)s2)c1C
→ 8, 0.1, 5, -1.1
> COc1ccc2ccccc2c1/C=C1\SC(=Nc2ccccc2)N(C2CCCCC2)C1=O
→ -2, -0.1, -1, 0.9
> CC1(C)CC(=O)C2=C(C1)OC1(O)CC2C2COC1O2 (stereo not drawn)
→ 0, -0.3, 5, 0.5
> Fc1ccc(C2=NNC(c3cccnc3)=Nc3ccccc32)cc1
→ 21, 0.3, -6, -1.9
> CCc1ccc(C(C(=O)NC(C)(C)C)N(Cc2ccco2)C(=O)c2csnn2)cc1 (stereo not drawn)
→ 17, 0.1, 8, -0.1
> O=C(c1ccco1)N(Cc1ccccn1)c1nc2ccccc2s1
→ 3, -0.1, -27, 0.6
> COc1ccc(CN(C)Cc2nc(-c3cccc(Cl)c3)no2)cc1OC
→ 4, 0.0, -2, -0.3
> O=C(Nc1cccc(F)c1)NC1(C(F)(F)F)Oc2ccccc2O1
→ -1, 0.5, -13, 0.5
> COc1cc(C)c(Cl)c(C)c1S(=O)(=O)N1CC(C)OC(C)C1 (stereo not drawn)
→ 2, -0.1, -7, -0.1
> COC(=O)c1sc2nc(CN3CCOCC3)[nH]c(=O)c2c1C
→ 4, 0.4, 9, -1.8
> COc1cccc(N(C(=O)CN2C(=O)c3ccccc3C2=O)c2nc3ccccc3s2)c1
→ -2, -0.3, -19, -2.2
> COc1ccccc1N1CCN(S(=O)(=O)c2cn(C)c(=O)n(C)c2=O)CC1
→ -11, -0.2, 1, 2.1
> O=C(Nc1cccc2c([N+](=O)[O-])cccc12)C1CCCCC1
→ -13, 0.1, -11, 0.8
> Cc1ccccc1C(=O)Nc1ccc(-c2ccc3nnc(-c4ccccn4)n3n2)cc1
→ 11, -0.1, 13, 0.3
> O=C1CCC(=O)N1c1ccc(Cl)cc1
→ 7, -0.1, 3, 0.7
> CN(C)S(=O)(=O)c1cccc(NC(=S)N/N=C/c2ccco2)c1
→ 8, -0.2, 0, 0.9
> COC(=O)[C@@H]1C[C@H](NC(=O)c2cccnc2)CN1CCCc1ccccc1
→ 0, 0.0, 2, 0.4
> O=C(COc1cc(Cl)ccc1Cl)NCc1ccccc1
→ -5, 0.0, -9, 2.6
> CNC(=O)N(O)C1N(NC(=O)Nc2ccc(Cl)c(Cl)c2)C(=S)SC1(C)C (stereo not drawn)
→ 8, 0.2, 0, 0.0
> Oc1ccc(Cl)c(C(Nc2ccccn2)c2ccc3cccnc3c2O)c1 (stereo not drawn)
→ 6, -0.5, 81*, 0.5
> O=S(=O)(N/N=C/c1cccc2ccccc12)c1ccc(Cl)cc1
→ 12, 0.1, -8, 0.9
> COc1ccc(C2C(C(=O)Nc3ccc(C)cc3)=C(C)Nc3nnnn32)cc1 (stereo not drawn)
→ -1, 0.2, -5, 1.0
> CCOc1cc(C2NC(=O)N(C)C(C)=C2C(=O)OC2CCCC2)cc(Br)c1O (stereo not drawn)
→ 3, 0.0, -2, 1.0
> CCN1C(=O)N[C@@H](c2cccs2)C(C(=O)OC)=C1C
→ -18, 0.1, nt, 2.2
> COc1ccc(CN2CCN(C3CCCC3)C(CCO)C2)c(OC)c1 (stereo not drawn)
→ 2, 0.0, 5, -0.7
> C=C(C)Cn1c(SCC(=O)Nc2cccc(C)c2)nc2sc3c(c2c1=O)CCCC3
→ 1, 0.1, 8, 0.0
> CC(=O)Oc1ccc(NC(=O)C(C)Oc2ccccc2)c(C(=O)O)c1 (stereo not drawn)
→ 1, 0.0, 3, -0.2
> NS(=O)(=O)c1ccc(CCNC(=O)C(=O)Nc2ccc(F)cc2)cc1
→ 10, -0.1, -17, 1.5
> COc1ccc(-c2cc(C(=O)N/N=C\c3cccc(O)c3)[nH]n2)cc1OC
→ 11, 0.6, -27, -0.2
> NC(=O)COc1ccc(/C=N/NC(=O)CSCc2ccccc2Br)cc1
→ 14, 0.1, 2, 0.2
> O=C(O)CSc1ncccc1C(F)(F)F
→ -1, 0.6, 1, -2.2
> C=CCc1cc(OC)ccc1OCCCCNCCCOC
→ 33, 0.3, 14, -0.5
> N/C(=N\OC(=O)CCCN1C(=O)c2ccccc2C1=O)c1ccc(Br)cc1
→ 20, 0.2, 8, -1.1
> CCCCC(=O)NNC(=O)COc1ccc2ccccc2c1
→ 2, 0.3, 5, 1.5
> Cc1ccc2c(c1)cc(CN(Cc1ccccc1)C(=O)C1CCC1)c1nnnn12
→ 6, 0.1, 2, -0.6
> COc1cccc(-c2nnn(CC(=O)N3CCC(C)CC3)n2)c1
→ 14, -0.1, -11, 0.2
> CCOC(=O)c1c(C)oc2ccc(OCc3ccc(C)cc3)cc12
→ 5, 0.1, 4, -0.6
> O=C(c1ccccc1[N+](=O)[O-])N(Cc1ccc(Cl)cc1)C1CCS(=O)(=O)C1 (stereo not drawn)
→ -14, 0.1, 0, 5.0*
> CC(NC(=O)COc1ccccc1)C(=O)NC1=NCCS1 (stereo not drawn)
→ 8, -0.1, -2, 0.2
> CN1CCN(c2nc(-c3ccc([N+](=O)[O-])cc3)nc3ccccc23)CC1
→ 6, -0.4, 2, -0.1
> NC(=O)c1ccccc1NC(=O)C(Cc1ccccc1)N1Cc2ccccc2C1=O (stereo not drawn)
→ 6, -0.1, 4, 0.1
> Cc1ccc(C(=O)O)cc1N1C(=O)CCC1=O
→ -6, -0.1, -4, 0.5
> Cc1cccc(N2C(=O)CSC2c2ccc(Cl)cc2Cl)c1 (stereo not drawn)
→ -10, 0.1, -6, -1.6
> COc1ccccc1-c1ocnc1C(=O)Nc1ccc(N2CCC(C)CC2)c(C(N)=O)c1
→ -5, 0.1, 3, -0.8
> Cc1ccc(-c2csc(NC(=O)C3CC=CCC3C(=O)O)c2C(=O)OC(C)C)cc1 (stereo not drawn)
→ 14, 0.6, -1, -1.5
> NC(=O)c1ccc(NC(=O)/C=C/c2ccccc2)cc1
→ 1, 0.0, -15, -1.7
> CCCCc1ccc(C(=O)N/C(=C\c2ccc(F)cc2)C(=O)Nc2cc(Cl)ccc2C)cc1
→ -1, -0.1, -11, 0.8
> CCOC(=O)CNC(=O)c1cc2c(=O)[nH]c3ccc(C)cc3c2s1
→ -1, -0.2, 3, -0.8
> CC(=O)Nc1ccc(S(=O)(=O)N2CCN(c3ccc([N+](=O)[O-])c(NCc4ccccc4)c3)CC2)cc1
→ -5, -0.1, 11, 1.6
> C/C(=N\OCc1cccc2ccccc12)c1ccc(S(=O)(=O)N(C)C)cc1
→ 4, 0.1, 4, 4.3
> CCOC(=O)c1sc2nc(N3CCOCC3)c3c(c2c1N)CCCC3
→ 6, 0.4, 7, -0.5
> O=C(CC1Sc2ccc(C(F)(F)F)cc2NC1=O)Nc1ccccc1 (stereo not drawn)
→ -6, -0.1, -3, 0.6
> CCC(C)n1nc(NC=O)c([N+](=O)[O-])[n+]1[O-] (stereo not drawn)
→ 5, 0.2, 6, -1.5
> CCOCCCNc1nc2c(c(=O)n(C)c(=O)n2C)n1Cc1cccc(C)c1
→ 16, 0.2, 11, 1.9
> NNC(=O)c1nn(-c2ccc(Cl)cc2)cc1O
→ 6, 0.0, 17, -0.3
> Cc1ccc(C(=O)C(NC(=O)c2ccco2)Nc2cccc([N+](=O)[O-])c2)cc1 (stereo not drawn)
→ 22, -0.1, -3, 1.8
> COc1ccc(-n2nc(C(=O)NCC(=O)Nc3ccccn3)c3ccccc3c2=O)c(OC)c1
→ -4, -0.1, 1, -0.5

Some of these compounds in order of molar mass, high to low.
Values in the order: MITF primary, FBW7 act, TEAD-YAP inh, GPR151 activ
> Cc1ccc(-c2csc(NC(=O)C3CC=CCC3C(=O)O)c2C(=O)OC(C)C)cc1 (stereo not drawn)
→ 14, 0.6, -1, -1.5
> C/C(=N\OCc1cccc2ccccc12)c1ccc(S(=O)(=O)N(C)C)cc1
→ 4, 0.1, 4, 4.3
> CCOC(=O)CNC(=O)c1cc2c(=O)[nH]c3ccc(C)cc3c2s1
→ -1, -0.2, 3, -0.8

(next part)
Values in the order: MITF primary, FBW7 act, TEAD-YAP inh, GPR151 activ
> CNC(=O)C1CCN(S(=O)(=O)c2ccc3ccccc3c2)CC1
→ -1, -0.1, -8, -0.5
> c1cc(Oc2cccc3ccccc23)cc(Oc2cccc3ccccc23)c1
→ 2, -0.2, -5, -0.4
> O=C(Nc1ccc(S(=O)(=O)N2CCCCC2c2cccnc2)cc1)c1ccc(S(=O)(=O)N2CCCCC2)cc1 (stereo not drawn)
→ 5, 0.2, 18, -0.1
> CC1(C)CC(=O)C2=C(C1)Nc1cc(C(=O)c3ccccc3)ccc1NC2c1cccnc1 (stereo not drawn)
→ 8, 0.1, -3, -0.7
> Cc1ccc2c(C)c(C(=O)Nc3nnc(C)s3)oc2c1
→ -1, 0.0, 0, 0.1
> CC1(C)CC(=O)C2=C(C1)N(CCN1CCOCC1)C1=C(C(=O)CC(C)(C)C1)C2c1cccc(F)c1
→ -9, 0.0, -4, -1.1
> c1ccc2c(c1)CCN(c1cc(Nc3ccc(N4CCOCC4)cc3)ncn1)C2
→ 22, 0.0, -27, 0.8
> Cc1cc([N+](=O)[O-])ccc1N=Cc1ccc[nH]1
→ -3, 0.0, 0, -0.4
> COc1ccccc1-c1cc(C(F)(F)F)nc(S(=O)(=O)CCCC(=O)Nc2ccc(F)cc2F)n1
→ 15, 0.1, -11, -0.6
> CS(=O)(=O)N(CC(=O)NC1CCCC1)c1cc(Cl)c(Cl)cc1Cl
→ 16, 0.4, -7, 1.3
> Cc1c(C(=O)NC2CCCCC2)sc2ncnc(N3CCCCC3)c12
→ 1, 0.1, -2, 2.5
> CC1CC(C)(C)NC(=S)N1CC(=O)N1CCCCC1 (stereo not drawn)
→ -3, 0.2, -2, 1.0
> COc1ccc(C(c2sc3nc(C)nn3c2O)N2CCN(C)CC2)cc1 (stereo not drawn)
→ 7, 0.1, 2, 1.2
